Compound activity from PubChem BioAssay.
FN deposit inh = inhibitors of fibronectin matrix deposition, primary screen, AH1F cells, Alexa488-fibronectin fluorescence, plate reader; AH1F fibroblasts, overnight; inhibition, % at 12.6 µM; 0.086% of 350,000 active; AID 743247, 2014;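 active = mean inhibition across replicates of 30% or more, regardless of how many single replicates reach that level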;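 also: positive control wells lacked labelled fibronectin entirely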
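test system = AH1F fibroblasts assembling fluorescent fibronectin matrix | quantity = 10000 AH1F cells per well | buffer or medium = DMEM plus 2% serum, read in PBS | doses = single dose, pinned | incubation = 1 h cell attachment, overnight exposure to compound and label | detection = fluorescence at 485 nm excitation, 525 nm emission | read-out basis = inhibition from reduced deposited-fibronectin fluorescence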
LGR2 inh = inhibitors of bursicon-induced LGR2 CRE-luciferase signal, primary screen, cell-based, HEK293, CRE-luciferase reporter, bursicon stimulation; Drosophila bursicon receptor LGR2 (rickets); inhibition, % at 9.99 µM; bursicon-stimulated, 4 h; 0.35% of 380,000 active;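 active = drop in luminescence signal, shown as inhibition above about 50% in the replicate tests, limit read from the data, passing the limit was not always enough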;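 also: agonist challenge used bursicon conditioned medium at about half maximal strength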
Casp6 inh = human caspase-6 inhibitors, primary screen, biochemical, VEID-R110 fluorescence, single point, set 2. inhibition, % at 12.5 µM. P55212. 0.53% of 350,000 active. purified caspase-6, Z-VEID-R110 cleavage fluorescence. AID 686996, 2013;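 active = mean inhibition across replicates at least about 35%, with every replicate also reaching that limit, limit read from the data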;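 also: 0% = median of neutral control wells and 100% = no fluorescence left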
Target sequence (P55212 24-179 limits assumed): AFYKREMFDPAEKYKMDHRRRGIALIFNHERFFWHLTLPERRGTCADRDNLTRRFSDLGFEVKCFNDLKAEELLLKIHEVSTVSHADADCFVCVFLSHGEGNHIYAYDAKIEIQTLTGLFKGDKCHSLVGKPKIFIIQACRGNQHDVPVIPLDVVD
Target sequence (P55212 194-293 limits assumed): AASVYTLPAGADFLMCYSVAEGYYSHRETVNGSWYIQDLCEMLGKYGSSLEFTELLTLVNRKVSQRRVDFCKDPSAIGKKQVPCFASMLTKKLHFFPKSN
SIRT5 inh = SIRT5 desuccinylase inhibitors, primary screen, biochemical, fluorescence imaging, single point, set 5 | Purified SirT5, succinyl-peptide AMC, trypsin-coupled fluorescence | inhibition, % at 15 µM | 1.1% of 330,000 active; in the data active = inhibition above about 15%
Target sequence (Q9NXA8 whole entry, looked up): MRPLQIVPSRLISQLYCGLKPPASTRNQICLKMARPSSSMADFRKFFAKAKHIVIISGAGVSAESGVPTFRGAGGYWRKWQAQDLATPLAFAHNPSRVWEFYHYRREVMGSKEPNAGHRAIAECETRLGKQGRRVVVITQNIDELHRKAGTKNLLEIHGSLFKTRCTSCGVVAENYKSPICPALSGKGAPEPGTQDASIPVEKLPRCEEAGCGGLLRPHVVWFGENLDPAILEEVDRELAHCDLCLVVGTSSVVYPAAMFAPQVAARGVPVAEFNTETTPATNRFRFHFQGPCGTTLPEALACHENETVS
C2C12 statin = suppressors of statin myotoxicity in C2C12 myotubes, primary screen, cell-based, single point, plate reader. C2C12 myotubes + simvastatin, ATP luminescence, 48 h; scaled: DMSO 0, geranylgeraniol control 100. rescue of ATP level, % at 7.49 µM. 0.78% of 330,000 active. AID 602340, 2012;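 active = mean ATP rescue above about 67%, or every replicate alone reaching that limit, limit read from the data, passing the limit was not always enough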;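 also: myotubes were challenged with 10 µM simvastatin during compound exposure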
esBAF inh = Bmi1 luciferase reporter increase in mESCs, primary screen, esBAF inhibitor project, mouse ES cells, Bmi1 luciferase knock-in, single point | 24 h; 100% = twice the neutral-well signal | reporter increase, % at 12.5 µM | 2% of 350,000 active; in the data active = activation above about 40%;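 also: 0% = median of the plate's neutral control wells and 100% = double that signal; a rise in the Bmi1 reporter signal indicates esBAF inhibition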
S100A4 inh HTS = inhibitors of S100A4-myosin IIA peptide binding, primary screen, biochemical, fluorescence polarization, TAMRA-MyoIIA peptide | 0.14% of 360,000 active | inhibition, % at 10.7 µM | Protein S100-A4 (Homo sapiens), P26447;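 active = mean inhibition of at least 70% across replicates, with every replicate also reaching that level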
Target sequence (P26447 whole entry, looked up): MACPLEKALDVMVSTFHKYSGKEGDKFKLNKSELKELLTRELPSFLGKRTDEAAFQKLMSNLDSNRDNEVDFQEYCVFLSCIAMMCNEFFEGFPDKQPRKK
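Test system – S100A4 monomer (human) · Compound – single-point compound testing · Schedule – 5 min incubation before reading · Probe or stimulus – TAMRA-labelled myosin IIA heavy-chain peptide probe, 5 nM · Benchmarks – neutral control DMSO, positive control TFP · Medium – Calcium-containing HEPES buffer, pH 7.2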
* = called active by the depositor; . = not tested or not shown; & = joins results of further samples; ! = not active in a repeat.

molecule	FN deposit inh	LGR2 inh	Casp6 inh	SIRT5 inh	C2C12 statin	esBAF inh	S100A4 inh HTS
COc1ccc(Br)cc1C(=O)NC(=S)Nc1ccc(Cl)c(C(=O)O)c1	3	.	11	1	.	.	1
COc1ccc2c3c([nH]c2c1)[C@H](CO)N(C(=O)c1ccccn1)CC31CN(S(C)(=O)=O)C1	.	-12	-3	0	.	.	7
Cc1ccc(NC(=O)CCC(=O)N/N=C/c2coc3ccc(F)cc3c2=O)cc1	5	-14	-2	-1	-10	-5	2
CCCCN(C)C(=O)c1sc(=O)n(Cc2c(C)noc2C)c1C	-5	16	0	.	-21	-6	1
N=C1SCC(=O)N1c1ncc(Cc2ccccc2Cl)s1	3	8	1	-4	8	-5	-5
CC(Oc1ccc(F)cc1F)C(=O)/C=C/N(C)C (stereo not given)	.	-8	1	38*	34	-6	-4
COc1ccccc1OCCOC(=O)Nc1ccccc1	2	1	-2	-4	.	.	-27
CCCN1C[C@H](C)[C@H](OC)CN(C)C(=O)c2cc(NS(=O)(=O)CC)ccc2OC[C@@H]1C	1	2	2	-3	-11	0	-4
O=[N+]([O-])c1ccc(N=Cc2sc3ccccc3c2O)cc1	1	-56	3	.	4	0	-2
CCCn1cnnc1CNC(=O)[C@@H](Cc1ccccc1)NC(=O)[C@H]1O[C@@H](n2ccc(=O)[nH]c2=O)[C@H](O)[C@@H]1O	0	0	-1	2	.	.	-1
O=C1NCCN/C1=C\C(=O)c1ccc(Br)cc1	-2	-40	1	-1	.	.	-6
COc1cccc2c(=O)n(CC(=O)N3CCCc4ccccc43)ccc12	11	39	1	23*	14	4	1
CN(CC(=O)Nc1ccccc1Br)CC(=O)NC(c1ccccc1)c1ccccc1	2	13	2	1	10	-1	0
COCCNC(=O)C[C@H]1C[C@H]2c3cc(NS(C)(=O)=O)ccc3O[C@H]2[C@H](CO)O1	-15	4	-4	-5	4	-5	-7
CCCn1cnnc1CNC(=O)[C@H]1O[C@@H](n2ccc(=O)[nH]c2=O)[C@H](O)[C@@H]1O	10	4	1	-4	-8	-3	3
Cc1noc(C)c1NC(=O)N(C)C[C@@H]1Oc2ccc(NC(=O)NC3CCCCC3)cc2C(=O)N([C@@H](C)CO)C[C@H]1C	-7	-5	-1	-2	-7	0	15
N/C(=N\OC(=O)COc1ccc(Br)cc1)c1ccncc1	24	-25	-3	1	14	6	-2
COc1ccc(-n2c(C(C)(C)C)csc2=Nc2c(C)n(C)n(-c3ccccc3)c2=O)cc1	11	-2	3	-5	.	.	-3
O=C(Nc1ccc(F)cc1)N[C@@H]1C=C[C@H](CC(=O)N2CCOCC2)O[C@@H]1CO	2	2	-1	2	15	-3	-4
CC(C)Oc1cccc(OCCN2C(=O)c3ccccc3C2=O)c1	-3	-3	-3	-3	.	.	-1
O=C(Nc1ccc(-c2csnn2)cc1)C(Cl)(Cl)Cl	5	-17	3	2	-2	19	-3
COc1ccccc1NC(=O)N(C)C[C@H]1OCc2cn(nn2)CCCC(=O)N([C@H](C)CO)C[C@H]1C	3	-12	.	.	4	-4	.
COc1cc2c(c3c1c(=O)c1cccc(F)c1n3C)C=CC(C)(C)O2	-1	-15	4	.	.	.	-5
O=C(NCc1ccccc1Cl)[C@@H]1[C@@H](CO)[C@@H]2Cn3c(cccc3=O)[C@@H]2N1C(=O)C1CCC1	.	0	3	-2	-9	1	16
COc1cccc(C(NC(C)=O)c2nc(-c3csc4ccccc34)cs2)c1 (stereo not given)	-4	-3	0	3	-1	-7	-1

A draw from above in order of length of the SMILES, lowest first.
molecule	FN deposit inh	LGR2 inh	Casp6 inh	SIRT5 inh	C2C12 statin	esBAF inh	S100A4 inh HTS
O=C1NCCN/C1=C\C(=O)c1ccc(Br)cc1	-2	-40	1	-1	.	.	-6
O=C(Nc1ccc(-c2csnn2)cc1)C(Cl)(Cl)Cl	5	-17	3	2	-2	19	-3
N/C(=N\OC(=O)COc1ccc(Br)cc1)c1ccncc1	24	-25	-3	1	14	6	-2
CC(C)Oc1cccc(OCCN2C(=O)c3ccccc3C2=O)c1	-3	-3	-3	-3	.	.	-1
CCCCN(C)C(=O)c1sc(=O)n(Cc2c(C)noc2C)c1C	-5	16	0	.	-21	-6	1
COc1cccc(C(NC(C)=O)c2nc(-c3csc4ccccc34)cs2)c1 (stereo not given)	-4	-3	0	3	-1	-7	-1
COc1ccc(Br)cc1C(=O)NC(=S)Nc1ccc(Cl)c(C(=O)O)c1	3	.	11	1	.	.	1
Cc1ccc(NC(=O)CCC(=O)N/N=C/c2coc3ccc(F)cc3c2=O)cc1	5	-14	-2	-1	-10	-5	2
COc1ccc(-n2c(C(C)(C)C)csc2=Nc2c(C)n(C)n(-c3ccccc3)c2=O)cc1	11	-2	3	-5	.	.	-3
CCCn1cnnc1CNC(=O)[C@H]1O[C@@H](n2ccc(=O)[nH]c2=O)[C@H](O)[C@@H]1O	10	4	1	-4	-8	-3	3
Cc1noc(C)c1NC(=O)N(C)C[C@@H]1Oc2ccc(NC(=O)NC3CCCCC3)cc2C(=O)N([C@@H](C)CO)C[C@H]1C	-7	-5	-1	-2	-7	0	15
CCCn1cnnc1CNC(=O)[C@@H](Cc1ccccc1)NC(=O)[C@H]1O[C@@H](n2ccc(=O)[nH]c2=O)[C@H](O)[C@@H]1O	0	0	-1	2	.	.	-1

(list continues)
molecule	FN deposit inh	LGR2 inh	Casp6 inh	SIRT5 inh	C2C12 statin	esBAF inh	S100A4 inh HTS
O=C(COc1ccccc1Cl)Nc1ccc(S(=O)(=O)Nc2ccccn2)cc1	-8	-8	1	-1	-3	-10	0
Cc1ccc(CNC(=O)C2C3C=CC(C3)C2C(=O)O)cc1 (stereo not given)	2	.	.	.	1	-20	.
Nc1nc(C2CCCCC2)cs1	1	-1	.	.	2	9	.
CCCOc1ccc(-c2c(C(=O)N/N=C(\C)c3cccs3)nnn2-c2nonc2N)cc1	-6	-12	-1	-6	-75	1	0
CC(=O)Oc1oc(-c2ccccc2)nc1/C=N/c1ccccn1	.	-18	-1	1	-11	25	0
COCCn1nnnc1C(CC(C)C)N1CCN(c2ccccc2)CC1 (stereo not given)	-2	.	.	.	-3	-3	.
CCC1=Nc2cc(C(=O)NCCCN3CCOCC3)ccc2Sc2ccc(Br)cc21	-12	5	-19	0	11	-5	-1
CN(C(=O)CSc1nc2ccc(Cl)cc2[nH]1)C1CCS(=O)(=O)C1 (stereo not given)	0	-10	6	0	1	3	23
O=S(=O)(NC1CCCC1)c1ccc(S(=O)(=O)N(Cc2cccs2)CC2CCCO2)cc1 (stereo not given)	.	3	-2	-4	25	-2	-4
CN1C(=O)c2cc(NC(=O)NC3CCCC3)ccc2OC[C@H]2O[C@H](CC(=O)NC3CCC3)CC[C@@H]21	-7	14	2	-6	-12	-6	-7
C[C@@H]1CN([C@@H](C)CO)C(=O)CCCn2nncc2CO[C@H]1CN(C)C(=O)C1CCCCC1	11&-8	5&34	2&2&-2	29*!	9&4&-1	-2&1&3	0&-14&-1
CCOC(=O)c1ccc(NC(=O)CCc2ccc(CC)o2)cc1	-6	.	.	.	-10	4	.
CCCCN=C1CC(C)(C)CC(=O)/C1=C(/O)CCC	9	-9	-1	-2	.	.	-3
Cc1ccccc1-c1cnc2c(c1)C(=O)N([C@@H](C)CO)C[C@@H](C)[C@@H](CN(C)C(=O)c1cccnc1)O2	.	9	-3	8	-10	-1	-1
COC(=O)c1ccc(/C=N/NC(=O)C(=O)N2CCCCCC2)cc1	-5	1	3	-4	9	1	-5
Cc1cc(Br)ccc1OCc1nc(-c2cccnc2)no1	-5	.	.	.	-13	85*	.
CC(=O)c1ccc(N2CCN(c3ncccn3)CC2)c([N+](=O)[O-])c1	-4	-14	-1	3	6	29	1
O=C(Cc1cccc(F)c1F)NC1CCCN(Cc2ccc(Cl)cc2)C1 (stereo not given)	-9	-3	0	3	2	-9	-11
CCOC(=O)C1=C(CC)Nc2ccccc2N/C1=N\S(=O)(=O)c1cc(Br)ccc1Br	-13	3	15	2	.	.	1
COc1ccc(/C=C2\CCC(C3CCCC3)C2=O)cc1Cn1cccn1 (stereo not given)	0	-12	-3	-3	.	.	-5
CC1Sc2ccc(S(=O)(=O)NCCc3ccc(S(N)(=O)=O)cc3)cc2NC1=O (stereo not given)	-4	3	1	-3	10	-6	-11
Cc1ccc(NC(=O)CN2C(=O)S/C(=C\c3ccc(OCC(=O)O)c(Br)c3)C2=O)cc1	-1	.	12	17*	1	-7	-8
C[C@@H]1CN([C@@H](C)CO)C(=O)c2cccc(NS(=O)(=O)c3cn(C)cn3)c2O[C@H]1CN(C)S(=O)(=O)c1ccc(Cl)cc1	.	4	0	0	-37	0	-2
O=C(Nc1ccc(S(=O)(=O)N2CCc3ccccc32)cc1)c1ccco1	13	.	.	.	-2	-2	.
Cc1ccc(CN2CCSc3sccc3C2=O)cc1	-7	19	2	2	.	.	-4

Full records as entered above. Values in the order: FN deposit inh, LGR2 inh, Casp6 inh, SIRT5 inh, C2C12 statin, esBAF inh, S100A4 inh HTS
Listed for `O=[N+]([O-])c1ccc(N=Cc2sc3ccccc3c2O)cc1` = 1, -56, 3, ., 4, 0, -2
Listed for `O=C(COc1ccccc1Cl)Nc1ccc(S(=O)(=O)Nc2ccccn2)cc1` = -8, -8, 1, -1, -3, -10, 0

The list goes on.
molecule	FN deposit inh	LGR2 inh	Casp6 inh	SIRT5 inh	C2C12 statin	esBAF inh	S100A4 inh HTS
CC(NC(=O)c1ccc(Br)cc1)C(=O)NC1=NCCS1 (stereo not given)	-5	4	0	-3	.	.	-2
COc1ccc(S(=O)(=O)N(C)C[C@H]2Oc3ccc(NC(=O)Nc4ccccc4)cc3CC(=O)N([C@@H](C)CO)C[C@@H]2C)cc1	.	0	-1	2	-21	1	-13
COc1ccc(Cl)cc1NS(=O)(=O)c1ccc(S(=O)(=O)N2CCCC2)cc1	.	4	.	.	15	-1	.
O=C(C[C@@H]1C=C[C@H](NS(=O)(=O)c2ccccc2)[C@H](CO)O1)N1CCc2ccccc2C1	.	4	1	8	2	-2	-8
CCN1CCN(C(c2ccc(F)cc2)c2nnnn2Cc2ccc3c(c2)OCO3)CC1 (stereo not given)	-10	-3	-2	-5	-4	7	-1
COc1cc(-c2nc(C)c(C(C)=O)n2O)ccc1OCC(=O)Nc1ccc(F)cc1	2	.	1	3	-3	0	-2
CC(C)(C)NC(=O)/C=C/c1cccs1	7	-5	2	-1	.	.	-1
Cc1ccc(CN2C(=O)CSC(C)C2=O)cc1 (stereo not given)	-3	18	-1	-3	-1	-10	-6
CCn1cc(C(=O)N2CCN(c3ccc(F)cc3)CC2)c2cc(OC)c(OC)cc2c1=O	-3	15	0	-3	-4	-9	1
COc1ccc(CN(C)C[C@@H]2Oc3ccc(NC(=O)Nc4ccc(C(F)(F)F)cc4)cc3C(=O)N([C@@H](C)CO)C[C@@H]2C)cc1	-10	10	0	10	.	.	1
COc1ccc2c3c(n(C)c2c1)[C@H](CO)N(C)CC31CN(C(=O)Nc2c(C)noc2C)C1	-13	22	.	.	.	.	35
O=C(c1cc2sccc2n1Cc1ccccc1)N1CCN(c2nc3ccccc3s2)CC1	.	.	-1	-3	.	.	0
c1ccc(-c2ccc3nncn3c2)cc1	6	-9	-1	.	-4	13	-3
O=C(CCN1C(=O)c2ccccc2C1=O)CN1CCOCC1	-1	-17	1	-6	19	-4	-4
COc1ccc2c3c(n(C)c2c1)[C@H](CO)N(C(=O)c1ccccc1)CC31CCN(C)CC1	.	8	-1	0	.	.	-2
Cc1ccccc1NC(=O)CSCCO	16	.	.	.	-2	-2	.

These rows are one share of the data; count on the stated rates, not on these rows.
